High-throughput results deposited in PubChem BioAssay by several laboratories.
E coli Lon inh: inhibits E. coli Lon protease | P0A9M0 | inhibition, % at 7.94 µM | purified E. coli Lon protease, fluorescence polarization | 360,000 tested, 0.42% active | AID 602123; in the data active = inhibition above about 13%, passing the limit was not always enough;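 also: 0% = enzyme with probe and DMSO and 100% = no enzyme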
CendR NRP1 mod: modulators of CendR peptide binding to human neuropilin-1 | O14786 | FAM-RPARPAR peptide binding to NRP-1, fluorescence polarization | inhibition, % at 25 µM | 360,000 tested, 0.85% active;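 active = inhibition or corrected inhibition above about 18%, plus a signal ratio from 0.5 to 1.5, limit read from the data, passing the limit was not always enough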; also: strong numbers were not always called active
PABP1 MLLE inh: blocks PAM2 peptide binding to the PABP1 MLLE domain; P11940; 360,000 tested, 0.36% active; inhibition, % at 20 µM; AID 588489; GST-MLLE / FITC-PAM2 fluorescence polarization; in the data active = inhibition above about 35%, passing the limit was not always enough;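 also: plate controls were DMSO wells with GST-MLLE for no effect and wells lacking GST-MLLE protein for full effect; some results filed as inactive read as strong as hits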
Rin1-Abl PPI inh: inhibitors of human Rin1-Abl protein interaction. P00519+Q13671. TR-FRET Rin1/Abl binding, biochemical. inhibition, % at 7.35 µM. 360,000 tested, 0.4% active. AID 588664; in the data active = inhibition above about 5%, passing the limit was not always enough
Target sequence (P00519 whole entry, looked up): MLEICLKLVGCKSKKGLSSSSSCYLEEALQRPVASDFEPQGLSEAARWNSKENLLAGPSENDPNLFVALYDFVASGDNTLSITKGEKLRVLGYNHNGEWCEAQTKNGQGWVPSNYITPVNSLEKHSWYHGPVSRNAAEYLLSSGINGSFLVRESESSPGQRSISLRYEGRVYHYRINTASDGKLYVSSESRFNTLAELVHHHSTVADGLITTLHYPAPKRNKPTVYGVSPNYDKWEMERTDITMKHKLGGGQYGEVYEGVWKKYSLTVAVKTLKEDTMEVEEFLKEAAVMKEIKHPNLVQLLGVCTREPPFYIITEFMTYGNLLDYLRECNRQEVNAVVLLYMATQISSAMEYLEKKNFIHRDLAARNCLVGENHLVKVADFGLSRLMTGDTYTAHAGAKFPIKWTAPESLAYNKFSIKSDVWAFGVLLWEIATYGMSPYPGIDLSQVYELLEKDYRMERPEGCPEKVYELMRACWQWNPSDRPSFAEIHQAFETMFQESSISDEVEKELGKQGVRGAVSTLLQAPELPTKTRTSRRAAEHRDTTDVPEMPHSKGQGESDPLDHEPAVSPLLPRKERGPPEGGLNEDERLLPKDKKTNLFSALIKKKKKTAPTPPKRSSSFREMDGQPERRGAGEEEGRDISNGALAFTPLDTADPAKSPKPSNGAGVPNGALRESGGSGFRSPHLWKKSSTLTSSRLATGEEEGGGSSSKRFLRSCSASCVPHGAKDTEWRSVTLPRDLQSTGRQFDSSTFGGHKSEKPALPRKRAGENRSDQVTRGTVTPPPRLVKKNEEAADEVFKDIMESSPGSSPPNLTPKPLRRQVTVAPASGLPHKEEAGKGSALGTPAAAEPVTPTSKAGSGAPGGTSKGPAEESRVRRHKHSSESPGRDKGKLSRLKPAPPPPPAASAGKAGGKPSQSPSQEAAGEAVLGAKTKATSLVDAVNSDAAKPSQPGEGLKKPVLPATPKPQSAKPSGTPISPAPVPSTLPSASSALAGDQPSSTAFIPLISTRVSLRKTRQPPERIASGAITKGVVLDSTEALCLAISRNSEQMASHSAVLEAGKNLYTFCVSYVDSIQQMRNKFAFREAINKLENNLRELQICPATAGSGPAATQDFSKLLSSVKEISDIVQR
Target sequence (Q13671 whole entry, looked up): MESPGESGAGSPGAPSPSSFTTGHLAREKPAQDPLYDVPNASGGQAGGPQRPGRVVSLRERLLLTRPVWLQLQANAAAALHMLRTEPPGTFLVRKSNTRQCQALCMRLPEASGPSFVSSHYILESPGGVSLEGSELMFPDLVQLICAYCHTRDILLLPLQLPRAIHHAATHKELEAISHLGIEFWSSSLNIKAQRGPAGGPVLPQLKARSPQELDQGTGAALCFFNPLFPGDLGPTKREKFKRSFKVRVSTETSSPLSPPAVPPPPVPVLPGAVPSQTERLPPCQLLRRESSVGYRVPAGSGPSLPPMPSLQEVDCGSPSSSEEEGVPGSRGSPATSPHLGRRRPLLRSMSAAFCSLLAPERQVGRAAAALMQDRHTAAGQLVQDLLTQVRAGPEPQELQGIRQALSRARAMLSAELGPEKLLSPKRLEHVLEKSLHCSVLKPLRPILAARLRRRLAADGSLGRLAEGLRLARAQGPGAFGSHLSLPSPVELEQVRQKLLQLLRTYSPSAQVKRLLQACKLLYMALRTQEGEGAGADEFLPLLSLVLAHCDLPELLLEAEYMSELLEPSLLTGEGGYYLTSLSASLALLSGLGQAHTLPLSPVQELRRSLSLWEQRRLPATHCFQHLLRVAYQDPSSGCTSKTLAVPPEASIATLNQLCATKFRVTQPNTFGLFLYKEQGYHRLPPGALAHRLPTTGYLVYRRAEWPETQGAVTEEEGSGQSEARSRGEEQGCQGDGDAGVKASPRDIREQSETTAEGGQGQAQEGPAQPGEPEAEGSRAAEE
MT1-MMP act inh: inhibitors of human MT1-MMP activation; GFP/RFP ratio change, % at 20 µM; 360,000 tested, 0.061% active; HT1080 RFP-PRO-GFP cells, GFP/RFP ratio fluorescence, overnight; percent of plate control window, DMSO zero;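 active = GFP/RFP ratio change of at least 30% with cell ATP level not reduced by more than half and red fluorescence within 50% of control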; also: strong numbers were not always called active
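Assay system: RFP-PRO-GFP reporter HT1080 cells; read-out basis: GFP/RFP fluorescence ratio; benchmarks: DMSO wells and RFP-L50D-GFP cells; doses: 20 µM single dose, 1% DMSO; schedule: overnight cell settling, then overnight compound exposure, 37 °C, 5% CO2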
Neddylation inh: cullin neddylation inhibition; P61081+Q13564; TR-FRET cullin neddylation, biochemical; calls only at 25 µM; 360,000 tested, 0.58% active; AID 651699; in the data active = inhibition above about 36%
FAS-TE inh: FAS thioesterase (human) inhibition; P49327; recombinant FAS-TE, OMFH fluorogenic substrate, fluorescence endpoint; inhibition, % at 15 µM; 360,000 tested, 0.67% active;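 active = compounds whose normalised, plate-corrected inhibition of enzyme fluorescence in the single-dose primary screen is 50% or more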;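 also: 0% = DMSO with enzyme and 100% = substrate without enzyme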
SKN-1 block: inhibitors of C. elegans SKN-1; C. elegans VP596 Pgst-4::GFP/RFP ratio, acrylamide-induced, 24 h; inhibition, % at 21.8 µM; 360,000 tested, 0.49% active;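 active = interference check ratio from 0.5 to 1.5 plus GFP to RFP signal ratio inhibition reaching or exceeding a fixed threshold, cut at about 30% in these data, passing the limit was not always enough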; also: some compounds called inactive have numbers as strong as hits
MsrA act: bovine methionine sulfoxide reductase A activation; AID 602163; activation, % at 10.6 µM; purified bovine MsrA, absorbance read-out; 360,000 tested, 0.3% active; in the data active = activation above about 7.5%;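 also: 0% = vehicle and 100% = reference activator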
* hit, by the source's call; i = inactive. The order is random, and some 4% of all compounds hit somewhere here.

Structure	FAS-TE inh	Rin1-Abl PPI inh	CendR NRP1 mod	Neddylation inh	E coli Lon inh	SKN-1 block	MT1-MMP act inh	MsrA act	PABP1 MLLE inh
CC(C)c1ccc(OCC(=O)N2CCCCCC2)c(Br)c1	11	-4	5	i	-12	18	-1	1	-85
NC(=O)c1ccsc1NC(=O)C1CC1	-5	0	-14	i	1	-5	2	0	9
CCn1c(SCC(=O)Nc2cccc(OC)c2)nnc1-c1ccc(Cl)cc1	4	3	-10	i	1	-4	3	-3	-87
CC(=O)N1CCc2cc(S(=O)(=O)NCCC(=O)Nc3cccc(C)c3)ccc21	-4	2	1	i	-4	-3	3	-9	2
O=C(NCSc1ccnc(SCNC(=O)c2ccc(F)cc2)n1)c1ccc(F)cc1	-2	0	-16	i	-6	-5	3	8.5*	23
CCOC(=O)C1=CN(CC)S(=O)(=O)NC1CCc1ccccc1 (centres undefined)	14	1	-2	i	0	14	3	-7	2
O=S(=O)(NCc1cccs1)c1cccc(S(=O)(=O)N2CCCCC2)c1	-4	0	10	i	-6	-16	10	-11	0
COc1ccc(Cl)cc1NC(=O)C(C)Sc1n[nH]c(N)n1 (centres undefined)	-15	-1	-7	i	-2	-7	-1	-3	-3
Cc1ccc2c(c1)C1NC(=S)NC(C)(O2)C1C(=O)Nc1ccc(Cl)cc1 (centres undefined)	-4	0	-3	i	-8	2	1	-2	-97
Cc1ccccc1OCC(=O)NCCCNC(=O)c1cccnc1	-6	-2	7	i	-4	10	5	-1	-2
CNC(=O)C1(CC(C)C)C=CCN1C(C)=O (centres undefined)	-8	4	13	i	-16	-1	1	-3	-12
CC1C(=O)N2CCCc3cc(NC(=O)COc4ccccc4)cc1c32 (centres undefined)	-6	-1	-9	i	8	0	-4	-4	12
O=C(NC(Cc1ccccc1)C(=O)NC1CC1)OCc1ccccc1 (centres undefined)	0	3	-46	i	5	-34	10	-11	-14
COCCn1nnnc1CN1CCSCC1	-2	3	7	i	-7	-3	2	-2	11
COc1ccc(C2C3C(=O)N(N(C)c4ncc(C(F)(F)F)cc4Cl)C(=O)C3ON2C)cc1 (centres undefined)	10	2	5	i	-10	1	5	-10	-10
Cc1cccc(NC(=O)c2ccccc2SCc2ccc(F)cc2)n1	24	4	7	i	2	0	-6	0	8
COc1ccc(-c2cc(C(=O)N3CCOCC3)c3ccccc3n2)cc1OC	-4	-3	-11	i	-1	2	4	-3	-10
CCn1nc(NS(=O)(=O)c2cccc3nonc23)c2cc3ccc(C)cc3nc21	1	0	-8	i	-3	-9	6	-2	-5
O=C(Cn1ncc2c(=O)oc3ccccc3c21)N1CCC(N2CCCCC2)CC1	-6	2	3	i	-1	7	-4	-2	-2
CN1C2C=C3C(C#N)=C(N)C(C#N)(C#N)[C@@H](c4ccc(Cl)cc4)[C@@H]3C1CC2 (some centres undefined)	6	0	-15	i	-6	6	-3	-3	2

Retrieved by structure from above:
Structure	FAS-TE inh	Rin1-Abl PPI inh	CendR NRP1 mod	Neddylation inh	E coli Lon inh	SKN-1 block	MT1-MMP act inh	MsrA act	PABP1 MLLE inh
CC(=O)N1CCc2cc(S(=O)(=O)NCCC(=O)Nc3cccc(C)c3)ccc21	-4	2	1	i	-4	-3	3	-9	2
Cc1ccc2c(c1)C1NC(=S)NC(C)(O2)C1C(=O)Nc1ccc(Cl)cc1 (centres undefined)	-4	0	-3	i	-8	2	1	-2	-97
Cc1ccccc1OCC(=O)NCCCNC(=O)c1cccnc1	-6	-2	7	i	-4	10	5	-1	-2

Reformatted with two lines to a compound: part of the list above
Results follow in this order: FAS-TE inh | Rin1-Abl PPI inh | CendR NRP1 mod | Neddylation inh | E coli Lon inh | SKN-1 block | MT1-MMP act inh | MsrA act | PABP1 MLLE inh
- O=C(Cn1ncc2c(=O)oc3ccccc3c21)N1CCC(N2CCCCC2)CC1
  -6 | 2 | 3 | i | -1 | 7 | -4 | -2 | -2
- CN1C2C=C3C(C#N)=C(N)C(C#N)(C#N)[C@@H](c4ccc(Cl)cc4)[C@@H]3C1CC2 (some centres undefined)
  6 | 0 | -15 | i | -6 | 6 | -3 | -3 | 2

(continued)
Structure	FAS-TE inh	Rin1-Abl PPI inh	CendR NRP1 mod	Neddylation inh	E coli Lon inh	SKN-1 block	MT1-MMP act inh	MsrA act	PABP1 MLLE inh
COc1ccc(CNc2ccc3c(c2)nc(C)n3C)cc1OC	0	-2	-1	i	-20	5	-1	-4	2
CC(C)CCN1C(=O)c2ccc(C(=O)Nc3ccc(O)cc3C(=O)O)cc2C1=O	-14	-1	16	i	2	-4	0	-1	2
Cc1nc2ccccc2nc1OCc1cccc([N+](=O)[O-])c1	36	1	-7	i	9	6	2	-2	4
Cc1ccc(C(=O)N(C)Cc2ccccc2)cc1S(=O)(=O)N1CCOCC1	-4	2	17	i	-8	-6	2	5	-9
CC(OC(=O)c1cc(=O)[nH]c2ccccc12)C(=O)NCc1ccccc1 (centres undefined)	-2	0	-4	i	3	14	0	-4	10
NS(=O)(=O)c1ccc(NC(=O)CN2CCN(S(=O)(=O)/C=C/c3ccccc3)CC2)cc1	-1	0	-2	i	-3	6	-1	-8	-14
Cc1nc(CS(=O)(=O)c2ccc(Cl)cc2)cc(N2CCOCC2)n1	-7	3	11	i	3	-22	2	-6	-12
O=C1NC(=Nc2ccc3ccccc3c2)S/C1=C/c1ccco1	3	4	-82	i	-26	9	-3	-6	-78
COc1ccccc1CNC(=O)c1cc(=O)c2ccccc2o1	8	1	0	i	-5	4	10	-9	-29
Cc1ccc(N2CCN(S(=O)(=O)c3ccc(Cl)s3)CC2C)cc1 (centres undefined)	27	-3	12	i	0	2	3	6	-6
O=S(=O)(NCC1(N2CCOCC2)CCCCC1)c1ccc(Cl)cc1C(F)(F)F	19	4	3	i	2	12	-4	-2	-13
CC1=CC2(C)C(C3C(C)=CC2(C)C(=O)C3(C)O)C(C)(O)C1=O (centres undefined)	-6	-1	-11	i	1	1	-7	0	-2
CCC[C@@H](CN1CCC[C@H]1CN1C(N)=NC[C@@H]1Cc1ccccc1)N1C[C@@H]([C@H](C)CC)N(CCCC2CCCC2)C1=N	-114	5	10	i	3	-14	0	0	11
O=C1CCc2cc(S(=O)(=O)N3CCC(C(=O)NCc4ccccc4Cl)CC3)ccc2N1	-2	-1	2	i	0	-7	-1	-1	-3
Cc1ccc(OCC(=O)OCc2c(C)noc2C)cc1C	1	1	-8	i	-6	-20	9	-3	-7
N#C/C(=C\N1CCOCC1)C(N)=O	-3	2	-12	i	2	-5	2	2	12
CC(=O)OCCn1c(Br)nc2c1c(=O)[nH]c(=O)n2C	-2	6	1	i	-7	3	3	2	14
O=C(COc1ccc(S(=O)(=O)N2CCCCC2)cc1Cl)N1CCCC1	-4	1	1	i	-8	0	-2	-2	2
CCOc1cc(N2CCOCC2)c(OCC)cc1NC(=O)CN1CCCC(C)C1 (centres undefined)	-4	-2	6	i	-9	-7	-2	-6	-10
O=C(CNC(=O)Cc1ccccc1)N=Nc1c(O)[nH]c2ccc(Br)cc12	-1	-3	13	i	-1	3	-2	-3	11
NC(=O)C1CCN(C(=O)CCCCCn2c(=O)[nH]c3ccsc3c2=O)CC1	-4	-1	2	i	-4	6	1	-4	2
Cc1ccc(S(=O)(=O)N2c3ccccc3-c3c(ssc3=S)C2(C)C)cc1	36	-1	4	i	7	8	-5	-4	7
CCOc1cc(C(=O)O/N=C(\N)c2ccccn2)cc(OCC)c1OCC	0	1	-4	i	1	0	-8	4	0
C[C@@H]1CN([C@@H](C)CO)S(=O)(=O)c2ccc(-c3cccc(C#N)c3)cc2O[C@@H]1CN(C)C(=O)c1ccc(F)cc1	9	-2	-3	i	-2	4	-6	0	3
CCCCN1CC(=O)N2[C@H]3c4ccc(OC)cc4OC[C@@H]3[C@H](C(=O)OCC)[C@]2(C)C1=O	-9	2	2	i	-9	2	0	-1	4
COC(=O)CCC(NC(=O)OCc1ccccc1)C(=O)NC(CC(C)C)C(=O)OC (centres undefined)	-7	3	9	i	3	-24	0	1	-14
CCNC(=S)NNC(=O)c1csc2c1CCCC2	-4	2	7	i	9	2	2	-9	-13
CCN(Cc1ccccc1)S(=O)(=O)c1csc(C(N)=O)c1	0	2	6	i	-8	13	1	-2	3
COc1ccc(C(=O)CN2CCN(S(=O)(=O)c3cccc([N+](=O)[O-])c3)CC2)cc1OC	-2	1	-2	i	6	6	0	-4	39*
O=C(COC(=O)c1ncc(Cl)c(Cl)c1Cl)NC1CCCCCC1	18	1	8	i	1	2	12	0	-1
CC(C)N1CCc2c(sc(NC(=O)c3ccc(S(=O)(=O)N4CCOCC4)cc3)c2C#N)C1	-130	0	-143	i	6	-10	-80	-3	-58
CC(C)[C@H](NC(=O)c1ccco1)C(=O)OCc1cc(=O)n2c(n1)sc1ccccc12	10	5	-2	i	6	0	1	-9	-14
CCOc1cc2[nH]c(=O)n(Cc3ccc(C(=O)NCCOC)cc3)c(=O)c2cc1OCC	-2	1	0	i	-10	7	1	-3	13
Oc1ccc(O)c(Cc2nc3ccccc3[nH]2)c1	-3	-2	1	i	3	4	-19	-9	8
COc1cccc(CC2(CO)CCCN(Cc3ccc4c(c3)OCCO4)C2)c1 (centres undefined)	-2	0	0	i	-5	-1	0	0	0

Filtered by structure, those above containing a CF3 group.
Structure	FAS-TE inh	Rin1-Abl PPI inh	CendR NRP1 mod	Neddylation inh	E coli Lon inh	SKN-1 block	MT1-MMP act inh	MsrA act	PABP1 MLLE inh
COc1ccc(C2C3C(=O)N(N(C)c4ncc(C(F)(F)F)cc4Cl)C(=O)C3ON2C)cc1 (centres undefined)	10	2	5	i	-10	1	5	-10	-10
O=S(=O)(NCC1(N2CCOCC2)CCCCC1)c1ccc(Cl)cc1C(F)(F)F	19	4	3	i	2	12	-4	-2	-13
